Assay outcomes from PubChem.
MT stabilize HCS = microtubule stabilization, imaging screen; 200,000 tested, 0.83% active; % tubulin-high responders, % at 10 µM; HeLa tubulin immunostaining HCS, 24 h; share of cells brighter than vehicle mean+2SD;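 active means plate Z-score above 3 for both tubulin-high and condensed-nucleus cell shares, with cell loss under 80%, at 10 µM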;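 further: anti alpha tubulin signal scored within the nucleus-defined area of each cell; some results filed as inactive read as strong as hits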
b-catenin transl = beta-catenin nuclear translocation modulation; HeLa beta-catenin nuclear translocation, immunofluorescence imaging; nuclear translocation activity, % at 5 µM; 190,000 tested, 0.3% active;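 active means nuclear translocation activity above 50% at 5 µM, with a well cell count of 50 or more; inconclusive means wells under 50 cells across six images, flagged as toxic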;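 further: per-cell ratio of nuclear to cytoplasmic median beta-catenin stain intensity; plate controls were DMSO negative control for no effect and GSK-3 inhibitor IX positive control for full effect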
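System: Human HeLa cells, endogenous beta-catenin | Compound dosing: 5 µM primary, 0.02–20 µM confirmation | Timing: 24 h compound exposure at 37°C, 5% CO2 | Measured by: Fluorescence imaging of beta-catenin antibody stain plus DAPI | Read-out basis: % activation of per-cell nuclear versus cytoplasmic median beta-catenin signal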
Autophagy HCS = autophagy modulation, high-content screen | MEF GFP-LC3 puncta imaging; test concentration mostly 10 µM | calls only at 10 µM (by protocol) | 190,000 tested, 0.98% active | AID 463193;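 active means percentage of spot-positive cells more than 3 SD above its plate mean, without a fluorescence outlier flag or 80% toxicity; inconclusive means no clear call, values can overlap the other calls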;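 further: spot-positive cell cutoff set from DMSO-treated cells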
human PMI inhibition = inhibitors of human PMI, primary screen, biochemical, fluorescence intensity, coupled assay (AID 1209); purified PMI enzyme, coupled fluorescence intensity; higher % means a stronger effect; inhibition, % at 20 µM; hits with a dose series show IC50 in µM; 190,000 tested, 0.42% active;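 further: plate controls were DMSO vehicle for no effect and wells lacking substrate for full effect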
WT yeast gro inh = growth inhibition of WT yeast, mitochondrial fusion screen. mitochondrial fusion phenotypic screen, WT strain. 190,000 tested, 2.1% active. inhibition, % at 10 µM; in the data active means inhibition above about 58%; tested in S. cerevisiae
Yfh1-off respiration = enhancers of respiration in Yfh1-depleted yeast, dose response, Friedreich's ataxia, plus single-dose screen (AID 1465); S. cerevisiae Yfh1-off respiration, WST-1 reduction, 72 h; higher fold induction means a stronger effect; one-dose fold induction at 50 µM; EC50 in µM for titrated hits; 220,000 tested, 0.074% active;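 active means fold induction of absorbance versus untreated yeast above a set limit, then at least 30% activation at any dose in follow-up; inconclusive means repeats straddling the limit, or above it without dose testing; inactive means fold induction below the set limit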;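 further: activators that raise dye reduction in frataxin-depleted yeast; strong numbers were not always called active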
PMI inhibition = MPI inhibition at elevated mannose 6-phosphate – biochemical, fluorescence intensity, high mannose 6-phosphate, primary screen (AID 1220). recombinant PMI enzyme, coupled fluorescence intensity; higher % means a stronger effect. inhibition, % at 20 µM, or IC50 in µM where a hit was titrated. 190,000 tested, 0.66% active
Insulin prom up = MIN6 insulin promoter up-regulation; MIN6 insulin promoter-GFP reporter, high-content imaging; hits give high values; z-score at 5 µM; 190,000 tested, 0.3% active;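 active means z-score above 3 at 5 µM with at least 500 cells counted in the well; inconclusive means wells under 500 cells, flagged as cytotoxic or low count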
Dynein cargo inh = blocks dynein driven cargo transport along microtubules | AID 1381 | 220,000 tested, 0.47% active | z-score, hits read low | 3617.4 mouse cells, GR-EGFP nuclear translocation imaging; test concentration mostly 20 µM; stimulated with dexamethasone, 1 µM; hits give low values;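 active means plate z-score of nuclear minus cytoplasmic receptor signal below a set negative limit, without overly bright fluorescence or cell loss, cut at about -3.5 in these data, passing the limit was not always enough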;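 further: z-score of nuclear minus cytoplasmic ring GR-EGFP intensity difference per well; some compounds called inactive have numbers as strong as hits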
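Buffer or medium: tet-free, stripped-serum medium; reagent: dexamethasone at 1.0 µM final, 30 min; incubation: 48 h induction, 1 h compound, 30 min dex at 37 °C; measured by: formaldehyde fixation, Hoechst nuclear stain, 10x automated fluorescence imaging; read-out: nuclear-to-cytoplasmic GR-EGFP distribution per well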
WT yeast gro inh mutant strain = also measured in WT yeast gro inh; calls as there; inhibition, %; mitochondrial fusion phenotypic screen, mutant strain inhibition
Dynein cargo inh cytoplasmic EGFP = second read-out of Dynein cargo inh, no call of its own (marks repeat the call); z-score; measured here: cytoplasmic GR-EGFP intensity; hits give high values
Dynein cargo inh nuclear GR-EGFP = recorded beside Dynein cargo inh, whose call it bears; z-score; measured here: nuclear GR-EGFP intensity;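 lower value marks the stronger effect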
Dynein cargo inh cell count = second read-out of Dynein cargo inh, no call of its own (marks repeat the call); z-score; measured here: cell count per field
Insulin prom up cell count = second read-out of Insulin prom up, no call of its own (marks repeat the call); cell count; measured here: cytotoxicity, nuclei count;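 total cells summed across four imaged fields per well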
b-catenin transl cell count 5 µM = second read-out of b-catenin transl, no call of its own (marks repeat the call); cell count; measured here: cell count, cytotoxicity flag
MT stabilize HCS Hoechst-high % = recorded beside MT stabilize HCS, whose call it bears; % Hoechst-high responders; measured here: nuclear condensation Hoechst responders;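 share of cells brighter than vehicle mean plus two SD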
MT stabilize HCS cytotoxicity % = also measured in MT stabilize HCS; calls as there; toxicity, %; measured here: cytotoxicity by cell density;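 0% = mean cell density of plate MIN control wells and 100% = no cells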
Autophagy HCS cell loss 18 h = recorded beside Autophagy HCS, whose call it bears; toxicity, %; measured here: cell loss, nuclei count;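 cell loss after 18 h compound exposure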
* hit, by the source's call; i = inactive; ? = inconclusive; . = no result given. Unless noted, no stated cut-off is given here; in the data, active means inhibition above about 50%; inactive means the rest.

SMILES	MT stabilize HCS	MT stabilize HCS Hoechst-high %	MT stabilize HCS cytotoxicity %	b-catenin transl	b-catenin transl cell count 5 µM	Autophagy HCS	Autophagy HCS cell loss 18 h	human PMI inhibition	WT yeast gro inh	WT yeast gro inh mutant strain	Yfh1-off respiration	PMI inhibition	Insulin prom up	Insulin prom up cell count	Dynein cargo inh	Dynein cargo inh cytoplasmic EGFP	Dynein cargo inh nuclear GR-EGFP	Dynein cargo inh cell count
S=C(NC1CCCCC1)N1CCN(C/C=C/c2ccccc2)CC1	4.8	1.8	3.6	0.0	957	i	2	-6%	38	54	i	-4%	-0.51	1074	2.1	-0.18	0.75	-1.2
OC1CCCN(Cc2ccc3ccc4cccc5ccc2c3c45)C1 (stereo unspecified)	3.9	2.1	6.0	6.4	1192	i	5	6%	16	-1	i	11%	0.03	1519	0.45	-0.019	-0.35	-1.5
CC(=O)n1cc(/C=C2/N=C(c3ccccc3)OC2=O)c2ccccc21	5.4	0.9	6.1	-0.9	981	i	-3	6%	8	14	i	0%	0.06	1229	0.48	-0.14	0.32	-0.63
CC1(C)CC(O)CC(C)(C)N1CC(O)COCCOc1ccc(Br)cc1 (stereo unspecified)	2.3	1.3	4.4	1.9	1305	i	17	14%	14	-16	i	11%	0.14	1497	-0.095	-0.21	0.57	-0.37
COc1ccc(N(C(=O)/C=C/c2ccccc2)C2=CC3CCC(C2)N3C)cc1 (stereo unspecified)	.	.	.	0.2	1323	.	.	.	.	.	i	.	-0.67	1014	0.14	-0.25	0.54	0.32
COc1ccccc1N1C(=O)CC(N2CCc3ccccc32)C1=O (stereo unspecified)	4.9	1.1	4.0	.	.	i	-4	-7%	-12	2	i	-32%	0.77	1158	-0.011	0.33	0.44	1.5
COc1ccc(-n2cnc3scc(-c4ccc(OC)c(OC)c4)c3c2=O)cc1	4.9	2.7	4.3	-2.0	1048	i	-9	3%	-6	-10	i	4%	-0.69	1444	-1.6	-0.11	-1.1	1.6
N#CC1=C(SCc2ccccc2)NC(=O)CC1c1ccccc1 (stereo unspecified)	2.9	1.6	4.7	-1.6	1145	i	-5	-4%	15	4	?	16%	-0.43	960	-0.8	-0.21	-0.88	0.37
CCOc1cc(/C=N/NC(=O)COc2ccc(Cl)cc2)ccc1OS(=O)(=O)c1ccccc1	2.7	2.0	9.9	-0.3	985	i	0	-50%	27	18	i	-94%	.	.	-0.58	-0.0081	-0.29	1.2
COc1ccccc1C1CC(c2ccc(NS(C)(=O)=O)cc2)=NN1C(=O)c1ccccc1 (stereo unspecified)	3.6	2.7	9.1	-0.7	1128	i	0	16%	3	-10	.	19%	0.78	1037	1.7	-0.1	0.9	-1.2
Cc1cc(C)nc(NS(=O)(=O)c2ccc(Br)s2)c1	6.7	1.7	7.0	.	.	.	.	1%	7	10	i	42%	1.8	909	0.11	-0.16	0.08	-0.36
CCc1cccc(CC)c1NC(=O)COC(=O)CC1c2ccccc2CCN1S(=O)(=O)c1ccccc1 (stereo unspecified)	4.8	1.1	11	-0.9	1072	i	13	20%	-11	-9	i	12%	-0.48	1530	-0.28	-0.1	-0.038	-0.92
Cc1cc(C)nc(SCc2cc(=O)c(OC(=O)c3ccc(S(=O)(=O)N(C)C)cc3)co2)n1	4.3	3.6	9.8	-0.8	1055	i	7	5%	6	4	i	2%	-0.23	1489	1.5	-0.18	0.77	-0.42
O=C(C1=C[C@@H](c2coc3ccccc3c2=O)C[C@@H](OCCCCO)O1)N1CCN(Cc2ccc3c(c2)OCO3)CC1	2.2	1.3	15	-1.1	1137	i	-18	11%	5	-1	i	1%	0.13	1376	-0.43	-0.27	0.11	0.52
O=C(COC(=O)c1cc(NS(=O)(=O)c2cccs2)ccc1O)Nc1ccc(F)c(F)c1F	8.1	2.4	1.4	1.8	1120	i	1	6%	-13	6	i	19%	-0.43	1251	-0.53	-0.35	0.0042	0.99
COc1ccccc1NC(=O)c1ccc(NC(=O)COC(=O)C2CC2C)cc1 (stereo unspecified)	2.9	2.0	2.9	-3.0	520	i	-1	-8%	19	9	i	-3%	-0.05	1387	2	-0.26	1.3	-1.2
COc1ccc(-c2csc(COC(=O)C(C)(C)C)n2)cc1	.	.	.	-0.7	1256	.	.	.	.	.	i	.	0.63	1053	-0.14	-0.22	0.0036	-0.23
Cc1ccc(OCC(=O)NC2CC(C)(C)NC(C)(C)C2)c(C)c1	3.2	2.1	6.7	0.7	1524	i	0	.	-12	3	i	.	0.28	1471	-0.2	-0.31	-0.1	0.33
COc1ccc(N2CCN(C(=O)CSc3nnc(-c4cc5ccccc5cc4O)n3C)CC2)cc1	2.1	2.8	14	-3.3	1140	i	4	-1%	13	-6	i	5%	0.61	1294	0.15	-0.16	0.45	-0.79
Cc1cccc(-n2c(C)cc(/C=N/NC(N)=S)c2C)c1	3.8	1.8	2.6	-4.2	1163	i	-9	14%	17	22	i	3%	0.39	1374	1.4	-0.18	0.9	-1.1

Reprinted from the part before: two compounds, then new ones.
SMILES	MT stabilize HCS	MT stabilize HCS Hoechst-high %	MT stabilize HCS cytotoxicity %	b-catenin transl	b-catenin transl cell count 5 µM	Autophagy HCS	Autophagy HCS cell loss 18 h	human PMI inhibition	WT yeast gro inh	WT yeast gro inh mutant strain	Yfh1-off respiration	PMI inhibition	Insulin prom up	Insulin prom up cell count	Dynein cargo inh	Dynein cargo inh cytoplasmic EGFP	Dynein cargo inh nuclear GR-EGFP	Dynein cargo inh cell count
COc1ccc(N2CCN(C(=O)CSc3nnc(-c4cc5ccccc5cc4O)n3C)CC2)cc1	2.1	2.8	14	-3.3	1140	i	4	-1%	13	-6	i	5%	0.61	1294	0.15	-0.16	0.45	-0.79
Cc1cccc(-n2c(C)cc(/C=N/NC(N)=S)c2C)c1	3.8	1.8	2.6	-4.2	1163	i	-9	14%	17	22	i	3%	0.39	1374	1.4	-0.18	0.9	-1.1
Cc1cc(C)n2c(SCC(=O)NC3CCCCC3)nnc2n1	2.9	0.9	0.9	-1.2	1080	i	-18	4%	15	12	i	15%	-0.23	1515	1.3	-0.099	0.69	-0.78
Cc1cc(C)c(NC(=O)Nc2ccccc2C)c(Cl)c1	4.6	1.9	7.7	-0.6	1532	i	1	-5%	8	-9	i	4%	1.2	1462	-0.15	-0.17	-0.19	0.74
CCCNS(=O)(=O)c1ccc(OCC(=O)N2CCCC2)cc1	7.6	1.7	8.8	-0.7	1524	i	49	2%	-3	-10	i	-2%	-2.6	1517	-0.34	-0.37	-0.71	1.2
CC(C)OP(=O)(OC(C)C)C1(O)C(=O)Nc2ccccc21 (stereo unspecified)	1.6	2.5	9.5	-0.8	1345	i	-5	2%	-13	0	i	9%	0.45	1557	0.0078	0.49	0.1	0.22
COc1ccc(-c2[nH]ncc2-c2cnc(C)s2)c(O)c1	3.1	2.2	8.3	-1.0	879	i	-4	10%	12	2	i	29%	0.42	1057	-0.8	-0.4	-0.3	0.099
COC(=O)[C@@H](NC(=O)NCc1ccccc1Cl)C(C)C	3.0	1.7	7.0	-0.9	1103	i	3	19%	6	6	i	18%	0.23	1318	2.4	-0.24	1.8	-1.2
CC(C)C(=O)NC(=S)N(Cc1ccccc1)Cc1ccccc1	3.6	2.1	0.8	-0.2	944	i	4	22%	33	7	i	12%	.	.	1.6	0.1	1.3	-2
Cc1cc(C2(c3ccc(O)c(C)c3)C(=O)Nc3ccccc32)ccc1O	1.4	1.4	12	-1.4	1335	i	7	20%	1	11	i	18%	-0.04	1580	-2.7	0.082	-1.7	-4.2
CCNc1nc(NCc2ccccc2)nc(SCC(N)=O)n1	2.0	1.6	7.5	-1.7	941	i	-2	-4%	3	-1	i	4%	0.03	1303	-0.85	-0.28	-0.35	1
CC(C)[C@H](NC(=O)[C@@H]1Cc2ccccc2CN1C(=O)OC(C)(C)C)C(=O)NCC1CCC(C(=O)O)CC1 (stereo partly specified)	.	.	.	0.0	1352	.	.	.	.	.	i	.	0.12	1058	0.35	-0.25	0.14	-0.27
C=CCOc1ccc(CNc2ccc3[nH]c(=O)[nH]c3c2)cc1OCC	1.8	2.7	1.2	1.1	1429	i	-16	.	-2	-12	i	.	0.54	1586	0.39	-0.14	0.2	-1.2
O=[N+]([O-])c1cccc(-c2noc(COc3ccccc3)n2)c1	5.4	1.9	5.7	-1.3	1026	i	-8	57%*	-8	23	i	-1%	-0.12	1221	-0.34	-0.29	-0.15	0.38
CCn1nc(C(=O)N[C@@H](CCSC)c2nc3ccccc3[nH]2)c2ccccc2c1=O	1.1	1.2	16	.	.	i	-22	1%	6	15	i	2%	-0.4	977	0.4	-0.013	0.6	-0.07
O=C(Cn1c(-c2ccccc2Cl)nc2ccccc21)Nc1cccc(Cl)c1	2.7	1.6	0.2	0.8	1080	i	4	16%	13	-6	i	28%	-0.28	1376	0.9	-0.21	0.19	-1.4
O=C(CNc1n[nH]c(=O)[nH]c1=O)N/N=C/c1cccnc1	5.9	1.5	11	-2.3	1177	i	1	6%	-3	7	i	4%	-0.11	1582	-0.43	-0.21	-0.28	0.21
Cc1ccc(-n2nc(C)c3cc(C(=O)O)sc32)cc1	2.0	1.6	7.7	0.4	1053	i	0	4%	2	3	i	0%	-0.41	1231	0.7	-0.25	0.63	-0.88
Nc1nnc(CCCCc2cccs2)o1	3.6	2.4	1.0	-1.1	1399	i	0	-3%	0	6	i	-4%	-0.16	1671	-0.64	-0.38	-0.14	0.31
